Eya2 phos inh: qHTS Assay for Inhibitors of the Phosphatase Activity of Eya2; recombinant Eya2, OMFP fluorescence dephosphorylation (OMFP is methylfluorescein phosphate); Potency, µM (top dose mostly 76.9 µM), for the others: top-dose activity, negative = inhibition, hits mostly inhibitors; 330,000 compounds, 0.006% hits; AID 488837, 2010; note: potency is the fitted concentration of half-maximal effect; % is set by controls: 0 for no effect and ±100 for the full control effect
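Eya2 protein (added as 0.2 uM solution) was preincubated with compound for 10 min at ambient temperature in 50 mM HEPES pH 7.5, 50 mM NaCl, 5 uM MgCl2, 0.05% BSA, 1 mM DTT. OMFP (added at 50 uM) then reacted 10 min; fluorescence read at 485/525 nm.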
A-T KAP1 phos: qHTS Assay for Identifying a Potential Treatment of Ataxia-Telangiectasia; 320,000 compounds, 0.19% hits; Potency, µM (doses to about 57.5 µM), for inactives: at the top dose activation, actives largely listed as activators; AID 485349, 2010; […] A-T fibroblasts, KAP-1 phosphorylation AlphaLISA; neocarzinostatin DNA damage 30 min before lysis; note: potency is the fitted concentration of half-maximal effect; % of control where 0% means no effect; nearly all actives have a fitted effect of over 45% in size
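ATM-like activity read as KAP-1 phosphorylation via AlphaLISA donor/acceptor antibody pairs after lysis and 6 hr at 25C. Cells were ATM-null patient fibroblasts ([…], hTERT), dosed 60 min, then exposed to the DSB inducer NCS for 30 min.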
ASM inhibitor: Inhibitors of Secretory Acid Sphingomyelinase (S-ASM): qHTS. Sphingomyelin phosphodiesterase (Homo sapiens), P17405. placental ASM, HMU-PC fluorogenic substrate, 60 min. Potency, µM (highest dose often 57.5 µM), for inactives: at the highest dose activity change, negative = inhibition, usual class: inhibitors. 340,000 compounds, 0.006% hits. AID 504937, 2011; note: potency is the fitted concentration of half-maximal effect
Target sequence (P17405 47-631 limits assumed): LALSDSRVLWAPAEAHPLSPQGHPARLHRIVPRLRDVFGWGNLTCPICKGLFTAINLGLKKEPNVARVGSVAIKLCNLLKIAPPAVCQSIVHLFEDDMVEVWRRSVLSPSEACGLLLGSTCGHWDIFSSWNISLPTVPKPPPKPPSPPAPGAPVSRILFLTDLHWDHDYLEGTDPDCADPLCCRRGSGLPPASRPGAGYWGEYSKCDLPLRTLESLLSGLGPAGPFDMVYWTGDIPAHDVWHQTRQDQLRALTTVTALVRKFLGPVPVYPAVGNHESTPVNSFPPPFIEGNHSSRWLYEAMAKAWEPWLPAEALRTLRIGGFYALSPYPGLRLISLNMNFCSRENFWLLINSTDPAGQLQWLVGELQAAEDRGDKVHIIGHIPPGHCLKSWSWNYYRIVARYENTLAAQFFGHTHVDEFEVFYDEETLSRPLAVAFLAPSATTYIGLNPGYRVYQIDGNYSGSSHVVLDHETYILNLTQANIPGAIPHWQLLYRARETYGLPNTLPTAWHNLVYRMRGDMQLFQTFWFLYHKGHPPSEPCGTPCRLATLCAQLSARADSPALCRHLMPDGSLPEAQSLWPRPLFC
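qHTS format. ASM enzyme prepared from human placenta hydrolyses the fluorogenic substrate HMU-PC0 (9 uM final) over 60 min at 37 °C after a 10 min compound preincubation.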
TSHR antag: Antagonists of the Thyroid Stimulating Hormone Receptor: HTS campaign | Thyrotropin receptor (Homo sapiens), P16473 | TSHR-expressing cells, TSH-stimulated cAMP HTRF, 2 h; stronger effect = lower value | activity change, negative = inhibition, % at 11.5 µM | 330,000 compounds, 0.2% hits | AID 504810, 2011;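 active = activity change below a set negative limit, meaning inhibition stronger than a set level, cut at about -70% in these data; inconclusive = activity change between two set negative limits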; note: % is set by controls: 0 for no effect and ±100 for the full control effect
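TSHR-expressing cells, 200/well, pre-treated with compound, then stimulated with EC80 TSH (4nM final) for 2 hours at 37 deg C. cAMP measured by competitive HTRF: anti-cAMP cryptate antibody in lysis buffer plus cAMP-d2, read after 30 minutes at room temperature.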
PTAP TSG101 blk: qHTS Assay for Iinhibitors of HIV-1 Budding by Blocking the Interaction of PTAP/TSG101 | 340,000 tested, under 10 active | Tumor susceptibility gene 101 protein (Homo sapiens), Q99816 | Potency, µM (top dose mostly 115 µM), for the others: at the highest dose activity change, negative = inhibition, most hits filed as inhibitors | Fluorescence polarization, FITC-PTAP peptide / Tsg101 binding; active = well fitted inhibition curve with a large enough effect in the main read-out, with a control signal flat, not every such curve was filed as active; inconclusive = small, poorly fitted or top-dose-only effect, or effect the other way, or a change in a side signal; inactive = no such curve, though single readings can be large or run the other way; note: potency is the fitted concentration of half-maximal effect; % of control where 0% means no effect
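Tsg101 binding domain (10 uM final) was mixed with compound and a FITC-labeled PTAP peptide (50 nM final) in HEPES pH 7.5 buffer with NaCl, Tween 20, EDTA and TCEP; fluorescence polarization was read after 20 min at r.t.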
a7 integrin act: qHTS for Activators of Integrin-Mediated Alleviation for Muscular Dystrophy; Potency, µM (titrated, usually from 38.3 µM), inactives show at the top dose activation, actives largely listed as activators; alpha7betagal myoblasts, beta-gal FDG fluorescence, 48 h; 350,000 compounds, 0.064% hits;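 note: potency is the fitted concentration of half-maximal effect; 100% = response of the positive control SU9516; nearly all actives have a fitted effect of over 60% in size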
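alpha7betagal+/- myoblasts (passage 13, 250/well) treated 48 h at 37C with compounds at 1:260 dilution of DMSO stock. Lysed, then beta-galactosidase activity read as FDG fluorescence (ex 480/em 540) after 30 min, with pre-read for autofluorescence.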
ELG1 repair inh: qHTS screen for small molecules that inhibit ELG1-dependent DNA repair in human embryonic kidney (HEK293T) cells expressing luciferase-tagged ELG1; Potency, µM (highest dose often 46.1 µM), for the others: at the top dose activity change, negative = inhibition, hits mostly inhibitors; HEK293T ELG1-luciferase reporter, luminescence, 16 h; DNA damage induced by 5-fluorouridine; 330,000 compounds, 2.3% hits; note: potency is the fitted concentration of half-maximal effect; % is set by controls: 0 for no effect and ±100 for the full control effect; nearly all actives have a fitted effect of over 55% in size
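Cells (2,000 per well) received 5-fluorouridine plus test compound or DMSO and were incubated 16 hr at 37 °C, 5% CO2. Luciferase activity was read by luminescence 30 min after ONE-Glo addition; signal suppression marked inhibition of damage-induced ELG1 function.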
Tb PFK inh: qHTS Assay to Find Inhibitors of T. brucei phosphofructokinase. ATP-dependent 6-phosphofructokinase (Trypanosoma brucei brucei), O15648. T. brucei PFK, ADP-Glo luminescence. Potency, µM (doses to about 57.5 µM), for inactives: at the highest dose activity, negative = inhibition, hits mostly inhibitors. 330,000 compounds, 0.17% hits;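 note: potency is the fitted concentration of half-maximal effect; 0% = uninhibited 1x PFK enzyme wells and -100% = no-enzyme wells; nearly all actives have a fitted effect of over 60% in size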
Target sequence (O15648 whole entry, looked up): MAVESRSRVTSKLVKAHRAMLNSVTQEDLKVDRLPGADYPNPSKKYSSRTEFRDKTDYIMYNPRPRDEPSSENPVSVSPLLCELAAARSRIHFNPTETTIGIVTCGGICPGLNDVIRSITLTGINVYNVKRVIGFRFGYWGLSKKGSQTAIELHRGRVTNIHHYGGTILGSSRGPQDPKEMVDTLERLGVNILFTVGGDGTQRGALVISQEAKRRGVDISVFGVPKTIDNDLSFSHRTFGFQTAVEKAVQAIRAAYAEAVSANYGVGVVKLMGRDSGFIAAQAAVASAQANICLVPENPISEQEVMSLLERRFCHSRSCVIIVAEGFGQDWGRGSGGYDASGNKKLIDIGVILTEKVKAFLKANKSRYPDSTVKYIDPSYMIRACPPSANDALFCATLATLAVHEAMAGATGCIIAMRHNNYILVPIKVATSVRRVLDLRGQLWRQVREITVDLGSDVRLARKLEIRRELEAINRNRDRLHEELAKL
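ADP-Glo luminescence quantified ADP after 45 min at room temperature, with 1.25 nM T. brucei PFK, 0.1 mM ATP and 0.5 mM fructose-6-phosphate in pH 8.0 TEA buffer. qHTS titrations up to 57 µM; curves classified by quality.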
Mito fusion yeast: qHTS Assay for Small Molecule Inhibitors of Mitochondrial Division or Activators of Mitochondrial Fusion | Potency, µM (doses to about 46.1 µM), for inactives: top-dose growth rescue (activation), hits mostly activators | S. cerevisiae fusion-defective mutant growth rescue, CellTiterGlo 48 h | AID 485298, 2010 | 320,000 compounds, 0.23% hits;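 note: potency is the fitted concentration of half-maximal effect; % of control where 0% means no effect; nearly all actives have a fitted effect of over 45% in size; temperature-sensitive fusion mutants such as fzo1-1 at 37 °C on non-fermentable ethanol glycerol medium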
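Temperature-sensitive fusion-defective S. cerevisiae (e.g. fzo1-1, mgm1-5) were grown with compound in YPEG medium (3% ethanol, 3% glycerol) for 48 hours at 37C. Growth rescue was measured as viability by CellTiterGlo luminescence after 10 minutes at ambient.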
TCR activator: Activators of T cell receptors: qHTS campaign; primary human leukocytes, anti-CD3, IL-2 HTRF, 48 h; Potency, µM (top dose mostly 9.22 µM), for the others: at the top dose activation of IL-2 secretion, most hits filed as activators; 330,000 tested, under 10 active; AID 504894, 2011; note: % of control where 0% means no effect
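Primary human leukocytes receive a-CD3 beads and test compound and are incubated 48 hr. Secreted IL-2 is then assayed by HTRF, measuring 665nm acceptor emission after 320nm excitation of the europium donor.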
Chronic BCR inh: qHTS Assay to Find Inhibitors of Chronic Active B-Cell Receptor Signaling. ABC-DLBCL IkBa-CBG/CBR reporter, luminescence ratio, 4 h. Potency, µM (highest dose often 46.1 µM), without a hit: at the highest dose ratio change, negative = lower green/red ratio, hits mostly inhibitors. 340,000 compounds, 0.05% hits. AID 493014, 2011; active = well fitted inhibition curve with a large enough effect in the signal ratio, with a control signal flat, not every such curve was filed as active; inconclusive = small, poorly fitted or top-dose-only effect, or effect the other way, or a change in a side signal; the % refers to the signal ratio;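 note: potency is the fitted concentration of half-maximal effect; plate controls were basal doxycycline-induced cells for no effect and cells given 10 µM MG132 for full effect; MG132 reads +100%, hits lower the ratio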
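Concentration-response series (up to 46 uM) were applied to TMD8 dual-reporter cells for 4 h at 37C with doxycycline. Green/red ratio, after filter-overlap correction, defined %Activity; red signal alone was normalised to basal cells and zero luminescence.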
* hit, by the source's call; [ ] = remark or other dose. Unless noted, calls come from the whole dose curve; as a rule, active = well fitted curve in the direction sought with a large enough effect; inconclusive = small, poorly fitted or top-dose-only effect, or another doubt; inactive = no such curve, though single readings can be large; an effect the other way counts as inactive or inconclusive.

COc1cc(OC)cc(C(=O)NNC(=O)C2CSC3(C)CCC(=O)N23)c1 (configuration not stated) was read as Eya2 phos inh -5%, A-T KAP1 phos 2%, ASM inhibitor -1%, TSHR antag 12, PTAP TSG101 blk -2%, a7 integrin act 16%, ELG1 repair inh 0%, Tb PFK inh -1%, Mito fusion yeast -7% and Chronic BCR inh -9%.
`CC(C)(C)NC(=O)CSc1nc(-c2ccc(F)cc2)cs1` gave Eya2 phos inh 7%, A-T KAP1 phos 4%, ASM inhibitor -2%, TSHR antag -9, PTAP TSG101 blk -1%, a7 integrin act 4%, ELG1 repair inh inconclusive, Tb PFK inh -8%, Mito fusion yeast -3%, TCR activator -3% and Chronic BCR inh 3%.
`Cc1cc(S(=O)(=O)N2CCN(c3ccccn3)CC2)ccc1F` gave Eya2 phos inh -11%, A-T KAP1 phos 19%, ASM inhibitor -1%, TSHR antag 40, PTAP TSG101 blk -3%, a7 integrin act 18%, ELG1 repair inh inconclusive, Tb PFK inh -4%, Mito fusion yeast 2%, TCR activator -3% and Chronic BCR inh -2%.
Screening O=C(NCCCNC(=O)c1c(F)cccc1F)c1c(F)cccc1F returned Eya2 phos inh 8%, A-T KAP1 phos -9%, ASM inhibitor 4%, TSHR antag -1, PTAP TSG101 blk 1%, a7 integrin act 17%, ELG1 repair inh 10%, Tb PFK inh 10%, Mito fusion yeast 2%, TCR activator -4% and Chronic BCR inh 3%.
Screening CCC(C)NC(=O)Cn1c(=O)sc2ccccc21 (configuration not stated) returned Eya2 phos inh -3%, A-T KAP1 phos 6%, ASM inhibitor 2%, TSHR antag 10, PTAP TSG101 blk -6%, a7 integrin act -24%, Tb PFK inh 5%, Mito fusion yeast 1%, TCR activator 0% and Chronic BCR inh -3%.
O=C1CC(c2ccc(F)c(Br)c2)C2=C(CCCC2=O)N1 (configuration not stated) was read as Eya2 phos inh -14%, A-T KAP1 phos 2%, ASM inhibitor 0%, TSHR antag 7, PTAP TSG101 blk -2%, a7 integrin act 20%, ELG1 repair inh -3%, Tb PFK inh -12%, Mito fusion yeast -6%, TCR activator 0% and Chronic BCR inh -3%.
Screening CC1CCCCC1NC(=O)c1cccc(S(=O)(=O)N2CCN(C)CC2)c1 (configuration not stated) returned Eya2 phos inh -3%, A-T KAP1 phos 1%, ASM inhibitor -3%, TSHR antag 11, PTAP TSG101 blk -3%, a7 integrin act -6%, ELG1 repair inh -1%, Tb PFK inh 0%, Mito fusion yeast -4%, TCR activator -1% and Chronic BCR inh 6%.
`N=C1S/C(=C\c2ccccc2F)C(=O)N1c1ccc(F)cc1` gave Eya2 phos inh -3%, A-T KAP1 phos 8%, ASM inhibitor -2%, TSHR antag 14, PTAP TSG101 blk -8%, a7 integrin act -25%, ELG1 repair inh 29%, Tb PFK inh -6%, Mito fusion yeast 4%, TCR activator 0%[46.1 µM] and Chronic BCR inh -6%.
O=C(CCCN1C(=O)c2ccccc2C1=O)N1CCC(c2ccccc2)C1 (configuration not stated) was read as Eya2 phos inh -5%, A-T KAP1 phos -1%, ASM inhibitor 1%, TSHR antag 25, PTAP TSG101 blk -3%, a7 integrin act 16%, ELG1 repair inh 0%, Tb PFK inh 0%, Mito fusion yeast 0%, TCR activator -6% and Chronic BCR inh inconclusive.
`C=CCn1cc(/C=N\NC(=O)c2cc3c(ccc4ccccc43)o2)c2ccccc21` gave Eya2 phos inh 1%, A-T KAP1 phos 2%, ASM inhibitor 38%, TSHR antag -12, PTAP TSG101 blk -4%, a7 integrin act 0%, ELG1 repair inh inconclusive, Tb PFK inh -4%, Mito fusion yeast 12%, TCR activator 0% and Chronic BCR inh -1%.
Screening COc1ccc(NC(=O)CCOc2ccccc2)c(OC)c1 returned Eya2 phos inh -2%, A-T KAP1 phos 3%, ASM inhibitor 5%, TSHR antag 12, PTAP TSG101 blk -4%, a7 integrin act 0%, ELG1 repair inh inconclusive, Tb PFK inh -1%, Mito fusion yeast 1%, TCR activator -3% and Chronic BCR inh 11%.
`CCOc1ccc(NC(=O)CN(C)C(=O)c2ccncc2)cc1OCC` gave Eya2 phos inh -23%, A-T KAP1 phos -3%, ASM inhibitor 0%, TSHR antag -18, PTAP TSG101 blk -11%, a7 integrin act -3%, ELG1 repair inh -1%, Tb PFK inh -1%, Mito fusion yeast 4%, TCR activator -10% and Chronic BCR inh 2%.
Screening CN(C)C(CNC(=O)/C=C/c1cccc(Cl)c1)c1ccccc1 (configuration not stated) returned Eya2 phos inh 3%, A-T KAP1 phos 2%, ASM inhibitor 0%, TSHR antag 10, PTAP TSG101 blk 2%, a7 integrin act -34%, ELG1 repair inh 4%, Tb PFK inh 1%, Mito fusion yeast 17%, TCR activator 1% and Chronic BCR inh 6%.
For CCOc1ccc(OCC)c(NC(=O)C2CCN(S(=O)(=O)c3cccnc3)CC2)c1 the results were Eya2 phos inh -8%, A-T KAP1 phos 2%, ASM inhibitor 0%, TSHR antag -2, PTAP TSG101 blk -6%, a7 integrin act -3%, ELG1 repair inh -9%, Tb PFK inh 2%, Mito fusion yeast 3%, TCR activator 0% and Chronic BCR inh 13%.
`CCN(CC)CCNC1=CC(=O)OC12CCCCC2` gave Eya2 phos inh -19%, A-T KAP1 phos 0%, ASM inhibitor 10%, TSHR antag -1, PTAP TSG101 blk -6%, a7 integrin act 10%, ELG1 repair inh -1%, Tb PFK inh 0%, Mito fusion yeast -4%, TCR activator 5%[46.1 µM] and Chronic BCR inh 1%.
O=C(CSC1=Nc2ccccc2C2=NC(CC(=O)N3CCN(c4ccccc4)CC3)C(=O)N12)NCC1CCCO1 (configuration not stated) was read as Eya2 phos inh 0%, A-T KAP1 phos 1%, ASM inhibitor 78%, TSHR antag 9, PTAP TSG101 blk -5%, a7 integrin act 29%, ELG1 repair inh 13%, Tb PFK inh 0%, Mito fusion yeast 1%, TCR activator -2% and Chronic BCR inh 3%.
`O=C1NC(Cc2ccccc2)C(=O)N1CC(=O)N1CCCc2ccccc21` (configuration not stated) gave Eya2 phos inh -20%, A-T KAP1 phos -5%, ASM inhibitor -2%, TSHR antag 21, PTAP TSG101 blk -3%, a7 integrin act -15%, ELG1 repair inh -3%, Tb PFK inh -4%, Mito fusion yeast 6%, TCR activator -2% and Chronic BCR inh -11%.
For CC(=O)N1c2ccc(S(=O)(=O)NCc3ccccc3Cl)cc2CC1C (configuration not stated) the results were Eya2 phos inh 3%, A-T KAP1 phos 3%, ASM inhibitor 0%, TSHR antag -3, PTAP TSG101 blk -6%, a7 integrin act -13%, ELG1 repair inh -10%, Tb PFK inh 1%, Mito fusion yeast -6%, TCR activator 0% and Chronic BCR inh 1%.
CCOC(=O)N1CCN(C(=O)c2ccc3c(c2)NC(=O)C(N2CCOCC2)S3)CC1 (configuration not stated) was read as Eya2 phos inh -23%, A-T KAP1 phos -5%, ASM inhibitor 0%, TSHR antag 0, PTAP TSG101 blk -4%, a7 integrin act 0%, ELG1 repair inh 1%, Tb PFK inh 1%, Mito fusion yeast -2%, TCR activator 6% and Chronic BCR inh 3%.
COC(=O)C1C(=O)C(C(=O)c2ccc([N+](=O)[O-])cc2)C(=O)CC1(C)C (configuration not stated) was read as Eya2 phos inh -8%, A-T KAP1 phos -11%, ASM inhibitor 1%, TSHR antag -3, PTAP TSG101 blk -3%, a7 integrin act -16%, ELG1 repair inh 10%, Tb PFK inh -3%, Mito fusion yeast 1%, TCR activator -1% and Chronic BCR inh 4%.

Screening results as filed in PubChem.

This is a random part of the collection; overall some 3.2% were active at least once.
